D2 potentiator = D2 dopamine receptor (human) potentiation | 340,000 tested, 0.34% active | potentiation, % at 10 µM | AID 485347 | HEK293 T-REx D2, calcium flux, EC20 dopamine potentiation;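 active = potentiation over 3 SD above the plate norm, cut at about 30% in these data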; note: 0% is about no effect
Target sequence (P14416 whole entry, looked up): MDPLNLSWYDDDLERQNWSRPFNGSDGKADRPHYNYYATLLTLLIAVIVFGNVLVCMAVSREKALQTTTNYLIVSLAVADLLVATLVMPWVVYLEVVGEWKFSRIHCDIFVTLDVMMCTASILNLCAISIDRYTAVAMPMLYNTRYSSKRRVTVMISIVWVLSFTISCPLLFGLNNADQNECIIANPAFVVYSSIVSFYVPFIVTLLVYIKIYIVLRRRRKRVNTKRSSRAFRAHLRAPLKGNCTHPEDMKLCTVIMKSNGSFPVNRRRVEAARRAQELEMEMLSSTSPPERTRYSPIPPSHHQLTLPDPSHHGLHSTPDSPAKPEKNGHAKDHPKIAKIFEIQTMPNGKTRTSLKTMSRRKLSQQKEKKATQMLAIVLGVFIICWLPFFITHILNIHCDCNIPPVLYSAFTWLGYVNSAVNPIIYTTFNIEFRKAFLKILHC
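Primary screen. Calcium kinetics in induced HEK293 T-REx D2 cells: compound pre-addition 180 s, EC20 dopamine, 180 s more.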
D1 PAM = potentiators of human D1 dopamine receptor. P21728. HEK293 TREx D1 cells, calcium flux, dopamine EC20 potentiation. potentiation, % at 10 µM. 360,000 tested, 0.036% active; in the data active = potentiation above about 30%; note: 0% is about no effect
Target sequence (P21728 whole entry, looked up): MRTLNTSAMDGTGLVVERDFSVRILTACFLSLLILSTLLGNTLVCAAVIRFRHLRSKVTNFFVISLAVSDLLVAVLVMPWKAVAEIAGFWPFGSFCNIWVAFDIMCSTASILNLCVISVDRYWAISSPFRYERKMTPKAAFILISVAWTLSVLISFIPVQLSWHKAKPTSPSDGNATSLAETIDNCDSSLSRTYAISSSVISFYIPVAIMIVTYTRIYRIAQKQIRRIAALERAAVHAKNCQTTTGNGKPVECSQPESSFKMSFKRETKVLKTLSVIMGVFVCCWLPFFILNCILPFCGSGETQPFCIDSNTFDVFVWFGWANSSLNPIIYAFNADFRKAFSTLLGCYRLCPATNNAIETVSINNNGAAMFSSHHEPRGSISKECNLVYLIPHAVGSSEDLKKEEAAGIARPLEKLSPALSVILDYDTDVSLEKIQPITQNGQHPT
D1 agonist = activates the human D1 dopamine receptor. 360,000 tested, 1% active. HEK293 T-REx D1 cells, calcium flux, agonist mode. activation, % at 2 µM; in the data active = activation above about 30%; note: 0% is about no effect
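Agonism was scored from calcium flux recorded over 180 s (1 read/s) after pintool compound addition, following a 10-cycle baseline. Cells were inducible force-coupled HEK293 TREx D1, plated overnight at 30 C and loaded with no-wash calcium dye.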
RXFP1 antag = blocks the human relaxin receptor RXFP1; HEK293-RXFP1, relaxin-stimulated cAMP HTRF, 30 min; stronger effect = lower value; activity change, negative = inhibition, % at 57.5 µM; 350,000 tested, 0.59% active;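 active = activity change of -60% or lower, but not beyond a set lower limit; inconclusive = change between -60% and -40%, or beyond the set limit; inactive = change above -40%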; note: % is set by controls: 0 for no effect and ±100 for the full control effect
TRHR enhancer = allosterically enhances the human TRH receptor. TRHR cells, fluo-8 calcium fluorescence, EC20 TRH enhancement. 360,000 tested, 0.66% active. P34981. enhancement, % at 2 µM; in the data active = enhancement above about 30%; note: 0% is about no effect
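Enhancer read-out: after compound pinning and an initial kinetic agonist-mode read, an EC20 of TRH (10 nM final) was injected and fluo-8 calcium signal (Ex 480/Em 530) followed at 1 s/cycle for 100 cycles in TRHR-expressing cells.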
D2 agonist = activates the human D2 dopamine receptor; P14416; HEK293 T-REx D2 cells, calcium flux agonist mode; activation, % at 2 µM; 340,000 tested, 0.53% active;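 active = activation over 3 SD above normal in the single-dose calcium agonist read, cut at about 30% in these data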; note: 0% is about no effect
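Agonism is scored from calcium flux in a force-coupled, inducible HEK293 cell line expressing D2, read kinetically for 180 s after compound addition against dopamine controls.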
D1 antagonist = human D1 dopamine receptor antagonism | AID 504652 | activity change, negative = inhibition, % at 10 µM | HEK293 TREx D1 cells, calcium flux, dopamine EC80; stronger effect = lower value | 360,000 tested, 3.2% active; in the data active = activity change below about -30%; note: % is set by controls: 0 for no effect and ±100 for the full control effect
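Compound effects on dopamine-evoked calcium signalling were measured in tetracycline-induced HEK293 Trex D1 cells. Dopamine at EC80 followed a 180 s compound pre-read, and fluorescence was tracked kinetically for 180 s more.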
D2 antagonist = antagonizes the human D2 dopamine receptor; 340,000 tested, 2% active; HEK293 TREx D2 cells, calcium flux, dopamine EC80; P14416; inhibition, % at 10 µM; AID 485344; in the data active = inhibition above about 30%; note: 0% is about no effect
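Calcium flux kinetic readout in an inducible HEK293 TREx D2 line plated overnight at 30 C. After 180 s compound exposure, an EC80 dopamine challenge follows with another 180 s kinetic read to detect antagonism.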
RXFP1 ag = agonists of human relaxin receptor RXFP1; HEK293T-RXFP1 cAMP TR-FRET, 30 min; response scale: percent of porcine relaxin response, buffer zero; Q9HBX9; 370,000 tested, 0.3% active; Potency, µM (highest dose often 57.5 µM), for inactives: top-dose activation, actives largely listed as activators; active = well fitted activation curve with a large enough effect; inconclusive = small, poorly fitted or top-dose-only effect; note: potency is the fitted concentration of half-maximal effect; % is set by controls: 0 for no effect and ±100 for the full control effect; nearly all actives have a fitted effect of over 60% in size; many of its hits are not listed in these tables
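Agonist response is measured as cAMP accumulation in an RXFP1-transfected HEK293T line under PDE4 inhibition. Values are scaled between buffer-only and 29 nM porcine relaxin, and EC50s come from standard Hill equation fits.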
Starred values were filed as active, the others as inactive; u = inconclusive; x = no result given; & = joins results of further samples. An excerpt; count on the stated rates, not on these rows.

compound	D2 potentiator	D1 PAM	D1 agonist	RXFP1 antag	TRHR enhancer	D2 agonist	D1 antagonist	D2 antagonist	RXFP1 ag
CCCn1c2c(c(=N)c3c1CCC3)CCC2	9	-1	1	-14	2	-2.4	-3	-12	9.2%
CCOC(=O)CNc1cccc(C(F)(F)F)c1	4	-5	6	-10	4	-6.0	-12	0	-0.1%
COc1ccc(NC(=O)NCCCN2CCC(Cc3ccccc3)CC2)cc1	-24	-9	16	-13	6	0.2	-26	20	-3.5%
CN(C(=O)c1cccs1)C1(C)CCS(=O)(=O)C1 (configuration not stated)	4	-1	2	10	8	-0.2	7	-2	0.3%
Cc1nc(NCC2CCCO2)nc2c1C(=O)CC(C)C2 (configuration not stated)	-7	-3	4	-3	1	0.3	2	17	-0.3%
Cc1onc(-c2ccccc2)c1C(=O)N/N=C/c1cc2c(cc1Cl)OCO2	7	1	7	-10	-3	-0.3	11	6	0.6%
CCc1nc(NCCN2CCOCC2)c2oc3ccccc3c2n1	3	0	6	-14	-3	1.1	12	7	2.6%
COC(=O)C1(CCSC)NC(c2ccco2)C2C(=O)N(C)C(=O)C21 (configuration not stated)	0	0	1	12	0	0.3	14	-14	-1.2%
Cc1ccc(NC(=O)CCS(=O)(=O)c2ccc3nc(C)sc3c2)cc1	-1&-1	-3&-5	1&0	6&-7	-1&9	-0.4&0.6	-25&-1	16	5.5%&2.0%
CCOCCCNc1nc2ccccc2n2c(CC)nnc12	0	-2	0	-3	6	0.0	-3	x	u
CC(Sc1nnc(Cn2c(=O)sc3ccccc32)n1C)c1ccccc1 (configuration not stated)	0	-1	2	-3	-6	0.2	10	5	1.1%
CCN1CCN(c2ccc(S(=O)(=O)N3CCCCC3)cc2NC(=O)C(C)Oc2ccc(F)cc2)CC1 (configuration not stated)	-23	-3	5	-13	5	-0.6	-13	-11	-0.1%
CCC(=O)Nc1c(C)nn(-c2ccc(C)c(C)c2)c1C	-12	-4	2	x	3	-1.1	8	-5	1.8%
O=C(NCCc1ccccc1)c1ccncc1	x	-10	2	x	3	x	-14	x	4.8%
CCOc1ccc(-c2ccc(/C=C3/C(=N)N4C=CSC4=NC3=O)o2)c([N+](=O)[O-])c1	13	-3	0	x	-4	0.2	-6	1	-1.1%
CCc1ccc(N2CC(C(=O)NC3=NCCS3)CC2=O)cc1 (configuration not stated)	0	5	1	0	2	0.3	-20	-5	1.9%
COc1cccc(-c2nnc(-c3ccc(C(F)(F)F)cc3)o2)c1OC	-1	-4	2	3	-2	-0.3	1	21	3.9%
O=C(Cc1ccc(Cl)c(Cl)c1)Nc1cccc2ncccc12	-10	4	5	-8	2	0.7	-12	-15	4.1%
Cc1cccc(C)c1NC(=S)N/N=C/c1ccc(OCCC(C)C)cc1	-3	9	2	-8	-4	-0.8	-16	-2	-3.3%
COc1ccc(COC(=O)c2ccc3c(=O)n4c(nc3c2)CCC4)cc1F	-11	-10	6	x	4	11	16	20	1.5%
C=CCn1c(N)c(C(=O)OC(C)CC)c2nc3ccccc3nc21 (configuration not stated)	-2	-4	2	x	0	0.7	-7	18	3.6%
COc1cccc(CC(NC(C)=O)C(=O)NC2CCN(C(=O)c3ccc(Cl)cc3)CC2)c1 (configuration not stated)	2	-5	0	-19	-8	1.2	-12	4	-0.6%
O=C(COc1coc(CN2CCc3ccccc3C2)cc1=O)Nc1cccc(Cl)c1	5	3	4	5	11	-0.2	4	-14	0.0%
Clc1cccc(-c2nnc3sc(-c4ccc5c(c4)OCO5)nn23)c1	-1	1	1	x	7	-0.3	-6	-4	2.5%
Cn1cnnc1SCC(=O)NC(=O)NC1CCCC1	5	-7	1	-8	1	0.2	-10	11	2.0%
COc1ccccc1N1CCN(CC(O)COc2ccc3c(c2)CCC3)CC1 (configuration not stated)	-20	-12	14	-17	13	23	-6	80*	0.4%
O=C(Nc1ccnc(-c2ccncc2)n1)c1ccc(Cl)cc1	-5	1	7	-7	-8	-0.2	1	12	-2.6%
Cc1nc2cccnc2n1C1CCN(S(C)(=O)=O)CC1	13	4	4	7	15	x	9	x	1.0%
CCc1nnc(NC(=O)CSc2nnc(-c3ccco3)n2CC)s1	-2	-4	3	-15	1	-1.2	6	-12	3.4%
COc1ccc(OC)c(CN2CCCCCC2)c1	-8	-3	4	-119*	-1	-1.2	16	-7	0.2%
CCC1CN(C(=O)Nc2cc(OC)cc(OC)c2)c2ccccc2S1 (configuration not stated)	4	1	1	-17	2	0.7	-3	x	0.3%
O=S(=O)(c1cccc(F)c1)N1CCc2sccc2C1c1ccc(OC(F)(F)F)cc1 (configuration not stated)	-7	-1	27	-20	-3	3.0	-41*	-11	-1.4%
COCCn1c(N)c(N(Cc2ccccc2)C(=O)COc2ccc(F)cc2Cl)c(=O)[nH]c1=O	7	-4	2	-9	-1	-0.5	19	-19	0.3%
Nc1nonc1C(=O)NCCNS(=O)(=O)c1ccc(Br)cc1	-3	-1	1	-5	3	-0.9	2	12	2.6%
O=C(O)Cn1c(O)c(C2=c3ccccc3=NC2=O)sc1=O	-4	-6	4	9	-1	1.2	-4	17	1.8%
O=C1C=C(c2ccc3c(c2)OCO3)C[C@@H](c2ccc(Cl)cc2)C1	-1	2	2	x	-5	1.6	65	-3	-0.5%
COc1cc2ccccc2cc1C(=O)Nc1cccc(-c2nc3cc(C)c(C)cc3o2)c1	2	0	1	-5	3	-0.5	4	x	3.8%
CC1=NN(c2ccccc2)C(=O)/C1=C/c1c(O)n(-c2ccc(F)c(Cl)c2)[nH]c1=O	11	-1	1	x	-1	-4.6	-11	-24	-0.5%
O=C(CSc1nc2ccccc2s1)NNC(=S)Nc1ccccc1	27	-2	10	x	14	-0.4	1	-5	-1.2%
CCCCNC(=O)C1CCN(S(=O)(=O)N2CCOCC2)CC1	-13	3	0	3	13	0.4	10	-1	-0.2%
COc1cc(NS(=O)(=O)c2ccc(NC(=O)COc3ccc(Cl)cc3Cl)cc2)nc(OC)n1	-8	-3	2	-1	-5	-0.4	-25	x	12%
C=CCn1cc(C(=O)NCCCOC)c(=O)c2cc(S(=O)(=O)N(CC)CC)ccc21	4	-3	1	2	-6	0.0	8	-11	4.5%
COc1ccc2oc(C(=O)NCc3cc(OC)c(OC)cc3OC)c(C)c2c1	-1	-8	9	1	-1	-0.7	-1	14	1.3%
C=CCn1c(C(C)(C)C)nc2ccccc21	-1	0	0	7	2	0.1	-5	0	0.4%
Cc1ccccc1N(C(=O)c1ccccn1)C(C(=O)NCc1ccccc1)c1cccnc1 (configuration not stated)	36*	-6	-4	14	21	x	1	x	2.0%
Cc1cccc(C)c1NC(=O)N1CCC(C(=O)c2ccc(F)cc2)CC1	-5	x	4	7	-3	-0.9	-5	15	-0.6%
Cc1cc(NC(=O)CN2C(=O)c3ccccc3C2=O)no1	-11	-5	0	6	1	0.5	-8	-13	-2.5%
CCC(CC)C(=O)c1c[nH]c(C(=O)NCc2ccccc2OC)c1	-11	-2	4	-1	2	-0.2	-3	-6	-0.7%
COc1ccc(-c2cc(C(=O)OCC(=O)c3cccc([N+](=O)[O-])c3)c3cc(C)ccc3n2)cc1	-11	-4	3	-39	0	1.5	3	0	2.0%
Cc1nc(N2CCc3ccccc3C2)[nH]c(=O)c1Cc1ccccc1	5	-6	3	-10	1	0.7	-44*	12	-1.6%
O=C(/C=C/N1CCN(Cc2ccccc2)CC1)C(F)(F)F	0	-1	1	0	4	0.7	6	16	1.3%
O=C(CCNS(=O)(=O)c1ccccc1C(F)(F)F)N1CCN(S(=O)(=O)c2cccc(Cl)c2)CC1	6	-4	1	-9	-5	-1.0	0	-5	0.5%

Of the compounds above, 12 contain an aryl methoxy group:
compound	D2 potentiator	D1 PAM	D1 agonist	RXFP1 antag	TRHR enhancer	D2 agonist	D1 antagonist	D2 antagonist	RXFP1 ag
COc1ccc(NC(=O)NCCCN2CCC(Cc3ccccc3)CC2)cc1	-24	-9	16	-13	6	0.2	-26	20	-3.5%
COc1cccc(-c2nnc(-c3ccc(C(F)(F)F)cc3)o2)c1OC	-1	-4	2	3	-2	-0.3	1	21	3.9%
COc1ccc(COC(=O)c2ccc3c(=O)n4c(nc3c2)CCC4)cc1F	-11	-10	6	x	4	11	16	20	1.5%
COc1cccc(CC(NC(C)=O)C(=O)NC2CCN(C(=O)c3ccc(Cl)cc3)CC2)c1 (configuration not stated)	2	-5	0	-19	-8	1.2	-12	4	-0.6%
COc1ccccc1N1CCN(CC(O)COc2ccc3c(c2)CCC3)CC1 (configuration not stated)	-20	-12	14	-17	13	23	-6	80*	0.4%
COc1ccc(OC)c(CN2CCCCCC2)c1	-8	-3	4	-119*	-1	-1.2	16	-7	0.2%
CCC1CN(C(=O)Nc2cc(OC)cc(OC)c2)c2ccccc2S1 (configuration not stated)	4	1	1	-17	2	0.7	-3	x	0.3%
COc1cc2ccccc2cc1C(=O)Nc1cccc(-c2nc3cc(C)c(C)cc3o2)c1	2	0	1	-5	3	-0.5	4	x	3.8%
COc1cc(NS(=O)(=O)c2ccc(NC(=O)COc3ccc(Cl)cc3Cl)cc2)nc(OC)n1	-8	-3	2	-1	-5	-0.4	-25	x	12%
COc1ccc2oc(C(=O)NCc3cc(OC)c(OC)cc3OC)c(C)c2c1	-1	-8	9	1	-1	-0.7	-1	14	1.3%
CCC(CC)C(=O)c1c[nH]c(C(=O)NCc2ccccc2OC)c1	-11	-2	4	-1	2	-0.2	-3	-6	-0.7%
COc1ccc(-c2cc(C(=O)OCC(=O)c3cccc([N+](=O)[O-])c3)c3cc(C)ccc3n2)cc1	-11	-4	3	-39	0	1.5	3	0	2.0%

Source: PubChem
